# AMA1 RON2 block: disrupts binding of P. falciparum AMA1 to RON2; Potency, µM (doses to about 58.2 µM), inactives show top-dose activity change, negative = inhibition, usual class: inhibitors; 360,000 compounds, 0.2% hits; AlphaScreen AMA1-biotinylated RON2 peptide binding;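 also: 0% = vehicle wells and -100% = peptide control; nearly all actives have a fitted effect of over 45% in size; some results filed as inactive show a strong effect at the top dose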
#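 AMA1 (3D7) with his tag at 25 nM final met compounds first, then biotinylated RON2 peptide at 25 nM; detection used donor plus acceptor beads, 10 µg/mL apiece, read by AlphaScreen after 30 min at room temperature.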
# TbPYK inhibitor: inhibitors of Trypanosoma brucei pyruvate kinase | 410,000 compounds, 0.12% hits | AID 624173 | Potency, µM (top dose mostly 76.8 µM), inactives show top-dose activity, negative = inhibition, actives largely listed as inhibitors | TbPYK enzyme, Kinase-Glo Plus ATP luminescence, 45 min; also: nearly all actives have a fitted effect of over 50% in size
#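 Quantitative HTS: titrated library compounds versus trypanosomal pyruvate kinase in TEA buffer (pH 7.2) containing KCl, MgCl2, BSA and Tween-20. Reactions were initiated with ADP, 130 uM final. Kinase-Glo Plus luminescence was read after 45 min at RT.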
# Numbers without * were called inactive; ? = inconclusive; [ ] = remark or other dose. Calls follow the shape of the dose curve; as a rule, active = well fitted curve in the direction sought with a large enough effect; inconclusive = small, poorly fitted or top-dose-only effect, or another doubt; inactive = no such curve, though single readings can be large; an effect the other way counts as inactive or inconclusive. Unless noted, % is scaled to controls: 0 for no effect and ±100 for the full control effect; potency is read from the fitted curve at half-maximal effect. Only part of the results is shown; count on the stated rates, not on these rows.
SMILES,AMA1 RON2 block,TbPYK inhibitor
COc1ccc2oc(C(=O)OCC(=O)N3CCCCC3C)c(C)c2c1 (stereo not given),-6%[11.6 µM],1%
O=c1[nH]nc(-c2ccc([N+](=O)[O-])o2)c(=O)[nH]1,-4%,-9%
CC1(C(=O)NS(=O)(=O)c2ccccc2Cl)CCN1C(=O)c1ccccc1 (stereo not given),-3%,-4%
COC(=O)[C@H]1C[C@H]2[C@@H]3CC[C@H]4C[C@@H](OC)CC[C@]4(C)[C@H]3CC[C@]2(C)[C@@]2(CCCO2)O1,-1%,6%
O=C1CCCC(=O)N1CCCCCCN1C(=O)CCCC1=O,14%,3%
COc1cccc(CNC(=O)[C@@H]2CCCN2C(=O)[C@@H]2CCCN2C(=O)c2c(F)cccc2F)c1,-1%,5%
CCCCNC(=O)C1(C)CCCCN1CC(=O)c1ccc(OC)cc1 (stereo not given),18%,4%
Cc1ccc(CNC(=O)OC2CC3CC2[C@H]2CCCCN2C3=O)cc1 (stereo not given in full),10%,-1%
O=C(Nc1cccc(S(=O)(=O)N2CCCC2)c1)c1cncc(Br)c1,2%,1%
C[C@H](CO)N1C[C@H](C)[C@H](CN(C)S(=O)(=O)c2ccc3c(c2)OCCCO3)OCc2cnnn2CCCC1=O,-3%,0%
CC12CCC(O)CC1CCC1C2CCC2(C)C(C(=O)CC(O)C(F)(F)F)CCC12 (stereo not given),-11%,-17%
O=C(NCc1ccccc1)c1ccc(NC(=O)C2CCC2)cc1,10%,-1%
CC(=O)N1c2ccccc2S(=O)(=O)c2c1ccc1ccccc21,25%,-6%
CC(C)c1ccc(NC(=O)Nc2nc(C(N)C(C)C)cs2)cc1 (stereo not given),46%[activator],?
Cc1ccc(CNC(=O)/C=C/[C@H]2O[C@@H](n3cc(C)c(=O)[nH]c3=O)C[C@@H]2O)o1,5%,6%
CCN(C[C@H]1N[C@@](Cc2ccccc2)(C(=O)OC)[C@H]2C(=O)N(Cc3ccccc3)C(=O)[C@@H]12)S(=O)(=O)c1ccc(C)cc1,-7%,4%
Nc1ccc(-c2cc(NC=O)c3ncc(-c4cccc(C(F)(F)F)c4)n3c2)cn1,45%[activator],7%
O=C(NCc1ccc(F)cc1)c1cc(C2CCCCN2S(=O)(=O)c2ccc(F)cc2F)on1 (stereo not given),-8%,7%
CCN(CC)C(=O)[C@H]1CC(CC(=O)NCc2cccc(C(F)(F)F)c2)C(=O)N2CCc3c([nH]c4ccc(OC)cc34)[C@]12C (stereo not given in full),-18%,-1%
CN(Cc1ccccc1Cl)C(=O)CNC(=O)C12CC3CC(CC(C3)C1)C2,1%,-4%
Brc1cccc(-c2nc3ccc(Br)cn3c2Cc2ccsc2)c1,-3%,-7%
COc1ccc([C@H]2C[C@@H](O)[C@H](n3cc(COC(=O)c4ccccc4)nn3)CN2Cc2cccs2)cc1,-12%,-5%
Cc1nc2nc(-c3ccccc3)nn2c(C)c1Cl,-15%,-8%
COc1cccc(-c2cc3nc(NCc4ccccc4OC)n(C)c(=O)c3s2)c1,-4%,-7%

# An excerpt of these results, field by field.
CCN(C[C@H]1N[C@@](Cc2ccccc2)(C(=O)OC)[C@H]2C(=O)N(Cc3ccccc3)C(=O)[C@@H]12)S(=O)(=O)c1ccc(C)cc1
  AMA1 RON2 block = -7%
  TbPYK inhibitor = 4%
Nc1ccc(-c2cc(NC=O)c3ncc(-c4cccc(C(F)(F)F)c4)n3c2)cn1
  AMA1 RON2 block = 45%[activator]
  TbPYK inhibitor = 7%
O=C(NCc1ccc(F)cc1)c1cc(C2CCCCN2S(=O)(=O)c2ccc(F)cc2F)on1 (stereo not given)
  AMA1 RON2 block = -8%
  TbPYK inhibitor = 7%
CCN(CC)C(=O)[C@H]1CC(CC(=O)NCc2cccc(C(F)(F)F)c2)C(=O)N2CCc3c([nH]c4ccc(OC)cc34)[C@]12C (stereo not given in full)
  AMA1 RON2 block = -18%
  TbPYK inhibitor = -1%

# Following part
SMILES,AMA1 RON2 block,TbPYK inhibitor
CC(C)(C)NC(=O)CC1C[C@H](C(=O)N2CCOCC2)[C@@]2(CCC3CCCC3)c3[nH]c4ccccc4c3CCN2C1=O (stereo not given in full),-3%,-3%
O=C(O)c1ccc(C=NN2CCCCCC2)cc1,-3%,-1%
CCC(=O)N1CCN(c2ccc(Cl)cc2NC(=S)NC(=O)c2ccco2)CC1,5%,-7%
COC(=O)[C@@]1(Cc2ccc(OC)cc2)[C@H]2c3cc(C(=O)N4CCCC4)n(Cc4ccc(OC(F)(F)F)cc4)c3C[C@H]2CN1C(=O)c1ccccc1,-22%,5%
Cc1nc2c(OCCOc3ccccc3)cccn2c1N(C)C(=O)CCC1CCCC1,6%,2%
CCOc1ccc(-c2nnc3sc(-c4ccccc4OC)nn23)cc1,-5%,5%
C[C@H](CO)N1C[C@H](C)[C@@H](CN(C)S(=O)(=O)c2ccc3ccccc3c2)OCc2cn(nn2)CCCC1=O,8%,1%
CCOC(=O)[C@]12CCCC=C1N(Cc1ccco1)C(=O)[C@H](CC(=O)NCc1ccccc1)C2,-8%,-1%
c1csc(CNc2ccn3nc(-c4ccc(OCCN5CCOCC5)cc4)cc3n2)c1,0%,4%
Nc1nc(Cl)nc2c1ncn2C1CCC(CO)O1 (stereo not given),1%,-5%
CCCc1cc(NC(=O)COC(=O)c2ccc(O)cc2O)n(-c2ccccc2)n1,0%,1%
O=S(=O)(NCCc1nc2ccccc2[nH]1)c1ccccc1,27%,-8%

# Rewritten field by field: four of the compounds above.
CCC(=O)N1CCN(c2ccc(Cl)cc2NC(=S)NC(=O)c2ccco2)CC1
  AMA1 RON2 block = 5%
  TbPYK inhibitor = -7%
COC(=O)[C@@]1(Cc2ccc(OC)cc2)[C@H]2c3cc(C(=O)N4CCCC4)n(Cc4ccc(OC(F)(F)F)cc4)c3C[C@H]2CN1C(=O)c1ccccc1
  AMA1 RON2 block = -22%
  TbPYK inhibitor = 5%
Cc1nc2c(OCCOc3ccccc3)cccn2c1N(C)C(=O)CCC1CCCC1
  AMA1 RON2 block = 6%
  TbPYK inhibitor = 2%
CCOc1ccc(-c2nnc3sc(-c4ccccc4OC)nn23)cc1
  AMA1 RON2 block = -5%
  TbPYK inhibitor = 5%

# (continued)
SMILES,AMA1 RON2 block,TbPYK inhibitor
CCN(CC(=O)Nc1ccc(OC)cc1)C(=O)c1ccc2ccccc2c1,15%,7%
O=C1NC[C@H](CCCCN2C[C@H](Cc3ccc(O)cc3)N(CCc3ccc(O)cc3)C(=O)C2=O)N(CCc2ccccc2)C1=O,-2%,-8%
CC(=O)c1cc2c(cc1NC(=O)CSc1nnc(C3CC3)n1C)OCO2,-9%,-9%
COc1cc(C(=O)N2CCCCC2c2cc(C(=O)Nc3ccccc3Cl)no2)cc(OC)c1C (stereo not given),-5%,6%
O=C(Nc1ccc2c(c1)OCO2)c1cc(C2CCCCN2C(=O)CCCc2ccccc2)on1 (stereo not given),-17%,0%
C=CCOc1ccc(C[C@H](N)C(=O)NC[C@H]2O[C@@H](n3cnc4c(N)ncnc43)[C@H](O)[C@@H]2O)cc1,18%,4%
COc1ccc(CN2C(=O)c3ccccc3C2c2nnnn2-c2ccc3c(c2)OCCO3)cc1OC (stereo not given),-1%,4%
CCc1ccc([C@@H]2C[C@H]3[C@@H](CN2S(=O)(=O)c2ccc(C)cc2)C(=O)C[C@@H](c2ccc(Cl)cc2)N3S(=O)(=O)c2ccc(C)cc2)cc1,-4%,-10%
O=C1c2ccccc2C(c2nnnn2-c2ccc3c(c2)OCCO3)N1Cc1cccnc1 (stereo not given),-2%,-16%
COc1cc(OC)c(NC(=O)CC2SC(N)=NC2=O)cc1Cl (stereo not given),-8%,0%
Cc1cc(C)nc(Nc2nc(C(N)Cc3ccc(C(F)(F)F)cc3)cs2)n1 (stereo not given),28%,-8%
CC(C)(C)OC(=O)N(CCc1ccccc1)Cc1cccc(OCc2cccc(NC(=O)c3ccccc3)c2)c1,-3%,-9%
C/C(=N\NC(=O)C(O)c1ccccc1)c1ccc(C)s1 (stereo not given),-13%,8%
CC1CCCC(NC(=O)COC(=O)c2cc3ccccc3oc2=O)C1C (stereo not given),7%,6%
Cn1c2c(c(=O)n(C)c1=O)C(c1ccc(C(F)(F)F)cc1)CC(=O)N2 (stereo not given),0%,4%
CC(C)COC(=O)N1CCCCC1c1cc(C(=O)NCc2ccc(F)cc2)no1 (stereo not given),2%,1%
CC[C@H]1CN2CCC1C[C@@H]2[C@H](O)c1ccnc2ccc(OC)cc12 (stereo not given in full),-7%,-2%
O=c1c(-c2c(O)cc(O)c3c2O[C@H](c2ccc(O)cc2)CC3)c(-c2ccc(O)cc2)oc2cc(O)cc(O)c12,-20%,0%
CCOC(=O)C(C(=O)OCC)C(=O)c1cccc2ccc3ccccc3c12,-5%,-4%
COc1ccc(-c2ccc(C(=O)Nc3cccc(C(F)(F)F)c3)c3occc23)c(C)c1,85%[activator],1%
COc1ccc(-n2nnnc2C(C2CC2)N2CCC3(CC2)C(=O)NCN3c2ccccc2)cc1 (stereo not given),10%,-5%
CC1CCCC(NC(=S)NC(=O)c2ccco2)C1C (stereo not given),-6%[11.6 µM],1%
C[C@@H]1CCCCCCCCC(=O)OCCN(C(=O)OC(C)(C)C)[C@H](C)CCCCCCCCC(=O)OCCN(C(=O)OC(C)(C)C)[C@H](C)CCCCCCCCC(=O)OCCN(C(=O)OC(C)(C)C)[C@H](C)CCCCCCCCC(=O)OCCN1C(=O)OC(C)(C)C,14%,5%
CCOC(=O)N1CC(C)N(C(=S)Nc2ccccc2)CC1C (stereo not given),0%,8%
CCOC(=O)c1cc2c(c(-c3ccccc3)n1)[C@H](CCO)N(S(=O)(=O)C(C)(C)C)C2,1%,2%
Cc1cc(C)c(CN2CCN(C(=O)Cn3cnc4c(OCc5ccccc5)ncnc43)CC2)c(C)c1,-2%,2%
COc1cccc(C(=O)N2[C@H](COCc3ccccc3)C=CS2(=O)=O)c1,-1%,-3%
CCCCN1CC[C@H]2C=CC[C@@H](C(=O)Nc3nccs3)[C@H]2C1=O,-3%,2%
CCc1nc2ccc(C(=O)NCC3CCCCC3)cn2c1N(C)Cc1ccc(OC)cc1,-5%,2%
COc1ccc(NC(=O)Nc2cccc3c2O[C@H](CN(C)Cc2ccc(-c4ccccc4)cc2)[C@@H](C)CN([C@H](C)CO)C3=O)cc1,-2%,-2%
CC1(C(=O)NS(=O)(=O)C2CC2)CCN(C(=O)c2cccc(Cl)c2)C1 (stereo not given),-1%,-7%
CC1(C(=O)Nc2ccc3nc[nH]c3c2)CCN1C(=O)C1(c2ccccc2)CCCC1 (stereo not given),3%,-3%
O=C(NC(c1ccc2ccccc2n1)c1cccs1)C1CCN(Cc2cccc(C(F)(F)F)c2)CC1 (stereo not given),-7%,-2%
NC(Cc1ccc(F)cc1)c1csc(Nc2ccc(C(=O)c3ccccc3)cc2)n1 (stereo not given),30%[activator],-1%
OCc1cccc(-c2csc(C(O)c3ccccc3)n2)c1 (stereo not given),-1%,-4%
CSc1ccccc1NC(=O)CN(C)C(=O)C(C)SCc1nc2sc(C)c(C)c2c(=O)[nH]1 (stereo not given),-9%,0%
CC1(CSc2ccccc2)CC(=O)N1 (stereo not given),4%,0%
COc1cccc(NC(=O)C2(C)CCN2CCc2ccccc2)c1 (stereo not given),1%,-4%
CCC(CC)C(=O)Oc1c(C(=O)N(C)C)cccc1-c1ccccc1,-2%,-1%
COc1ccc(-c2ccccc2)cc1NC(=O)[C@@H]1O[C@H](CO)[C@H](O)[C@H](O)[C@H]1O,0%,-11%
COC(=O)[C@@]1(Cc2ccccc2)[C@H]2C(=O)N(Cc3ccccc3)C(=O)[C@H]2[C@H]2CN=C(SC)N21,4%,-4%
O=C1CCN(Cc2ccccc2)C=C1c1ccc(C(F)(F)F)cc1,-12%,-7%
Cc1cccc(S(=O)(=O)NC(=O)C2(C)CCN2C(=O)CC2CCCCC2)c1 (stereo not given),8%,1%
CCCOc1ccc(F)cc1-c1cc(C(=O)Nc2cc(OC)c(OC)c(OC)c2)[nH]n1,1%,-12%
O=C(COc1ccc(Cl)cc1Cl)NCCN1CCCCC1,-7%,1%
O=C(c1ccc(Cl)cc1)N1CCC(=O)N(C(CO)Cc2ccccc2)CC1 (stereo not given),9%,2%
Clc1ccc(-c2nc3c4ccccc4ccn3c2Cc2cccc(Cl)c2)cc1,10%,-2%
CC(C)N1CCCC(C)(C(=O)Nc2ccccc2)C1 (stereo not given),11%,-5%
CS(=O)(=O)n1c2ccccc2c(=O)n1-c1ccccc1CCl,-2%,-3%
O=C(NCCCc1ccccc1)c1cccc(NC(=O)C2CCCC2)c1,-2%,1%
Cc1ccc(S(=O)(=O)N2C[C@H]3C(=O)C[C@@H](c4cccc(Cl)c4)N(S(=O)(=O)c4ccc(C)cc4)[C@H]3C[C@H]2c2ccccc2)cc1,-9%,6%
COc1ccccc1/C=C/C(=O)OCC(=O)NC1CCCCCCC1,12%,3%
O=C1C2C3CCC(O3)C2C(=O)N1c1cccc(F)c1 (stereo not given),0%,2%
COc1ccccc1Oc1ccc(NC(=O)Cc2ccccc2)cc1,6%,2%
O=C1NC[C@H](CCCCN2CCN(Cc3ccccc3)C(=O)C2=O)N(CCc2ccc(O)cc2)C1=O,-4%,-1%
O=C(c1cc(S(=O)(=O)N2CCOCC2)c(Cl)cc1Cl)N1CCN(S(=O)(=O)c2cccc(F)c2)CC1,-26%,3%
Cc1ccccc1CN(C)C[C@@H]1OCc2cnnn2CCCC(=O)N([C@H](C)CO)C[C@H]1C,-4%,1%

# Screening data from PubChem BioAssay.
